# PREPL inh: human PREPL enzyme inhibition | recombinant PREPL, fluorescence polarization activity-based probe | inhibition, % at 5.96 µM | Q4J6C6 | 320,000 tested, 0.68% active | AID 2751; in the data active = inhibition above about 43%;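 note: 0% = enzyme with DMSO and 100% = wells lacking enzyme; many of its hits are not listed in these tables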
# Target sequence (Q4J6C6 whole entry, looked up): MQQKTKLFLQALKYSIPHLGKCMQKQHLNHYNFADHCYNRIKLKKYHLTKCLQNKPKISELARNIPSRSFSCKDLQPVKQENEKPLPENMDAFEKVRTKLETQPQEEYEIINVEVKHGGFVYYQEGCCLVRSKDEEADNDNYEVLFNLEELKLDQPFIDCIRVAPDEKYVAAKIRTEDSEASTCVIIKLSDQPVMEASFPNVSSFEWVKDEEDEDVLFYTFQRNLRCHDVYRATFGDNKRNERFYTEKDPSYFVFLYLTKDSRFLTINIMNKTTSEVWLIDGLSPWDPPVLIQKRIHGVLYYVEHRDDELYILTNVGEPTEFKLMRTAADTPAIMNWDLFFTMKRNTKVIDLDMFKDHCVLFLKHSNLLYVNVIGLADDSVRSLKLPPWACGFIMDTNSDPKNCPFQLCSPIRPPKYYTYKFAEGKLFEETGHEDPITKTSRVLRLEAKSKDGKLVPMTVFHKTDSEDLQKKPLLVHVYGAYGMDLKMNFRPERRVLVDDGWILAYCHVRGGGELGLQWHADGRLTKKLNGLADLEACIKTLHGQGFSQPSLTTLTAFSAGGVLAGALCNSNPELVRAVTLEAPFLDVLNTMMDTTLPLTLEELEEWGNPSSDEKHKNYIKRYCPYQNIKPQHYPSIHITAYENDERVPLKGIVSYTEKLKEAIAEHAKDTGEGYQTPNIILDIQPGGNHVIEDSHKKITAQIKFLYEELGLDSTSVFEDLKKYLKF
# PP5 primary: PP5 (human) phosphatase inhibition; P53041; purified PP5c, OMFP substrate fluorescence; inhibition, % at 6.7 µM; 320,000 tested, 0.18% active;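 active = inhibition above the campaign's mean inhibition across all tested compounds plus 3 SD, cut at about 9.5% in these data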;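 note: 0% = DMSO only and 100% = 100 µM cantharidin control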
# Fh CTSL1 inh: counter-screen for PFM18AAP inhibitors: inhibitors of F. hepatica cathepsin L1; recombinant F. hepatica cathepsin L1, Z-Leu-Arg-MCA fluorescence; 300,000 tested, 0.49% active; inhibition, % at 5.96 µM;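 active = inhibition above the mean of all tested compounds plus 3 SD, set per screening campaign, cut at about 17% in these data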;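 note: 0% = plate median of test compound wells and 100% = 1 µM Z-Phe-Ala-diazomethylketone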
# TPT1 inhibitor: inhibitors of Candida albicans tRNA 2'-phosphotransferase TPT1. inhibition, % at 5 µM. recombinant caTPT1, FP RNA substrate dephosphorylation. AID 1962. 300,000 tested, 0.81% active;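 active = inhibition above the mean of all tested compounds plus 3 SD, set per screening campaign, cut at about 24% in these data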;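 note: plate controls were DMSO alone for no effect and ferristatin control at 100 nM for full effect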
# ZTA DNA inh: ZTA (EBV) inhibition in EBNA-1 counter-screen; 320,000 tested, 0.15% active; P03206; ZTA-DNA binding, fluorescence polarization; AID 2234; inhibition, % at 11 µM; in the data active = inhibition above about 33%
# Target sequence (P03206 whole entry, looked up): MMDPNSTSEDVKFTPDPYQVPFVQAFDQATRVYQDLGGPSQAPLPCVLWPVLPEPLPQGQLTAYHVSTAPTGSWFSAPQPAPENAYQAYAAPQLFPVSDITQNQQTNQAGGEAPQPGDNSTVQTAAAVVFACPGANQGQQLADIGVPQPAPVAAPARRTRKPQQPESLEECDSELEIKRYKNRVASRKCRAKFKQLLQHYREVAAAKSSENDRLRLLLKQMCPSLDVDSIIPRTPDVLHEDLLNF
# HCV core dimer: HCV core protein dimerization inhibition; TR-FRET GST/Flag-core106 dimerization, 1536-well; inhibition, % at 5 µM; 300,000 tested, 0.33% active;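 active = inhibition above the mean of all tested compounds plus 3 SD, set per screening campaign, cut at about 45% in these data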
#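 test system = GST/Flag-tagged HCV core106 proteins | probe or stimulus = Eu donor and XL665 acceptor anti-tag antibodies | times = compound-protein-antibody incubation 4 h at 22.5 °C | signal = TR-FRET, excitation 340 nm, emission 617 and 671 nm | measure = percent inhibition of core106 dimerization signal | controls = wells lacking GST-core106 and wells with excess unlabelled core106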
# Efflux pump inh: inhibitors of Candida antifungal efflux pumps expressed in yeast; S. cerevisiae Candida pump triplex, Nile Red efflux; inhibition, % at 10 µM; 330,000 tested, 0.44% active; AID 485275;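 active = plate passing quality check with inhibition over a set limit, or well fluorescence over plate mean plus 4 SD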;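 note: Nile Red retained in pooled yeast measured as flow cytometry median fluorescence; 0% = buffer negative control and 100% = Enniatin B positive control; higher means more Nile Red kept so more efflux inhibition; some compounds called inactive have numbers as strong as hits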
# PP1 inh: blocks human PP1-alpha phosphatase, a PP5 counter-screen; 320,000 tested, 0.9% active; purified PP1alpha, OMFP fluorescence; AID 2235; P62136; inhibition, % at 6.7 µM;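 active = inhibition above the mean inhibition of all tested compounds plus 3 SD, computed separately for each screening campaign, cut at about 15% in these data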
# EBNA-1 inhibitor: blocks EBNA-1 binding to DNA. EBNA-1 DNA binding, fluorescence polarization. inhibition, % at 14.8 µM. 300,000 tested, 0.34% active; in the data active = inhibition above about 28%
# Numbers without * were called inactive; · = not tested or not shown. This is a subset. The share of hits here may be higher or lower than overall.
SMILES,PREPL inh,PP5 primary,Fh CTSL1 inh,TPT1 inhibitor,ZTA DNA inh,HCV core dimer,Efflux pump inh,PP1 inh,EBNA-1 inhibitor
Cc1ccc(NC(=O)N2CCN(C/C=C/c3ccccc3)CC2)cc1,12,2.9,-1,-2,2,-4,0.0,-5,1
Cc1cc(NC(=O)COC(=O)C2CCN(S(=O)(=O)c3cccc(Cl)c3Cl)CC2)no1,7,0.6,-1,2,-2,4,0.1,-1,-10
Cc1cc(C(=O)N2CCC(Cc3ccccc3)CC2)c(C)o1,21,0.8,0,-5,6,5,0.5,-3,-1
CCOC(=O)c1c(C)nsc1NCc1ccccc1,9,2.1,-4,-4,-21,-4,-0.1,-2,1
CC(=O)c1c(N)nc2n(c1=O)CCCCC2,12,1.4,3,1,-5,-3,-0.1,-3,-17
O=C(Nc1csc(Cl)c1)c1ccccc1,3,2.3,3,1,-3,-3,0.1,-8,3
O=[N+]([O-])c1cccc(-c2nnc3c4ccccc4c4ccccc4n23)c1,4,-0.7,1,0,-6,3,-0.2,0,-1
NC(=S)NC(=O)/C=C/c1ccccc1,16,1.1,5,-4,-27,-6,-0.1,-6,-8
O=C(CNC(=O)c1ccccc1)NC1(C(=O)NC2CCCC2)CCCCC1,15,1.8,-3,1,-4,0,0.2,-8,-12
CCCCN1C(N)=NC[C@@H]1Cc1ccccc1,17,0.3,-2,-2,-16,-20,·,8,-6
COc1ccc(N(CC(=O)NCc2ccc3c(c2)OCO3)C(=O)c2csnn2)cc1,-15,1.5,0,-2,9,7,0.1,0,8
Cc1ccccc1Nc1nc(N)nc(CSc2nnc(-c3ccccc3)n2C)n1,-4,2.1,2,0,-8,-11,-0.1,0,4
CCOC(=O)C1CCCN(C(=O)c2cccc(N3C(=O)c4ccccc4C3=O)c2)C1 (stereo not given),2,1.8,·,·,7,·,0.2,1,·
COc1ccc(CC(NC(C)=O)C(=O)NC2CCN(C(=O)c3cnccn3)CC2)cc1 (stereo not given),-13,1.0,-2,-1,-12,0,0.0,1,-1
O=C(Nc1ccccc1)C1=C[C@H](c2ccc3c(c2)OCO3)C[C@H](OCc2ccc(CO)cc2)O1,5,6.5,-5,-1,-7,-5,·,5,-13
CNC(=O)c1sc(-c2cccnc2)nc1C,2,2.4,1,0,7,-13,0.0,-2,-3
COc1cc(OC)c2c(c1)C(=O)OC2OC (stereo not given),9,1.1,-4,-1,-8,1,0.1,-5,0
CN/N=C/c1ccc(C#N)cc1,2,0.5,1,-3,-11,-2,-0.1,0,-1
CC(=O)Nc1nonc1NC(C)=O,11,-1.4,-1,2,4,-4,0.3,-1,-15
CCOc1ccc(NC(=O)CCNS(=O)(=O)c2cccc3nsnc23)cc1,-13,1.4,0,-1,-1,8,0.9,-1,5

# Reformatted as tab-separated lines: part of the list above.
Molecule	PREPL inh	PP5 primary	Fh CTSL1 inh	TPT1 inhibitor	ZTA DNA inh	HCV core dimer	Efflux pump inh	PP1 inh	EBNA-1 inhibitor
CCCCN1C(N)=NC[C@@H]1Cc1ccccc1	17	0.3	-2	-2	-16	-20	·	8	-6
Cc1cc(C(=O)N2CCC(Cc3ccccc3)CC2)c(C)o1	21	0.8	0	-5	6	5	0.5	-3	-1
CC(=O)Nc1nonc1NC(C)=O	11	-1.4	-1	2	4	-4	0.3	-1	-15
COc1ccc(CC(NC(C)=O)C(=O)NC2CCN(C(=O)c3cnccn3)CC2)cc1 (stereo not given)	-13	1.0	-2	-1	-12	0	0.0	1	-1
O=[N+]([O-])c1cccc(-c2nnc3c4ccccc4c4ccccc4n23)c1	4	-0.7	1	0	-6	3	-0.2	0	-1

# (next part)
SMILES,PREPL inh,PP5 primary,Fh CTSL1 inh,TPT1 inhibitor,ZTA DNA inh,HCV core dimer,Efflux pump inh,PP1 inh,EBNA-1 inhibitor
Cc1c(NC(=S)NC(=O)C2CCCCC2)c(=O)n(-c2ccccc2)n1C,-2,3.3,-1,-3,-10,-13,0.0,-1,-4
Cc1c(NC(=O)C(C)N2C(=O)c3ccccc3C2=O)c(=O)n(-c2ccccc2)n1C (stereo not given),-1,-0.4,-2,0,-2,-1,0.0,-1,-2
COc1ccccc1C(=O)Nc1ccc2c(c1)nc1n2CCN(Cc2ccccc2)C1,-2,-1.3,0,0,-4,4,-0.2,-1,-9
Cc1cccc(NC(=O)Cn2c(C)c(C#N)c3ccccc32)c1C,2,1.5,0,1,-8,31,-0.1,21*,-1
Cc1cccc(-c2nnc(-c3ccccc3)o2)c1,-1,0.5,-2,0,5,8,-0.1,-1,10
Cc1cc(C)c2c(-n3cccc3)c(C(=O)NNS(=O)(=O)c3ccc(Br)cc3)sc2n1,-19,-0.5,3,5,6,24,0.0,2,6
Cc1ccc(N(CN2CCCC2=O)C(=O)c2ccc(OC(C)C)cc2)cc1,17,3.3,3,-1,-5,-1,0.0,-2,-8
COc1ccc(N2CCN(C(=O)C3CCCN(S(=O)(=O)c4ccc5c(c4)oc(=O)n5C)C3)CC2)cc1 (stereo not given),1,-3.0,-4,-1,-7,-4,0.3,-2,0
COc1ccc(CCNc2cc(C)[nH]c(=O)c2)cc1OC,-3,0.7,3,-2,2,1,-0.1,-1,-3
CC(C)OCCCNc1ccc(N2C(=O)CCCC2=O)cc1[N+](=O)[O-],-3,0.1,5,-2,12,5,0.3,-2,2
CC(=O)c1ccc(N2CCN(C(=S)Nc3cccc(Cl)c3)CC2)cc1,-1,2.5,-2,2,-2,7,0.1,0,56*
COc1ccc(N2CC(=O)N(c3ccccc3)C2=S)cc1,-8,0.1,-5,-2,-14,-3,0.1,-3,3
O=C(Nc1cccnc1Oc1ncnc2cc(Cl)ccc12)c1ccc(F)cc1,12,2.7,19*,-2,-10,-7,-0.1,-3,-10
COc1ccccc1NC(=O)C(C)N1C(=O)C2CCCCC2C1=O (stereo not given),9,5.5,·,·,5,·,0.5,0,·
O=c1cc(NCc2ccccc2)nc2ccccn12,1,2.0,-2,-4,-13,0,0.1,1,-8
O=C(CN1CCN(c2ccccn2)CC1)Nc1ccc(OC(F)(F)F)cc1,17,1.3,-13,-4,-1,-3,0.0,2,5
O=C(CC1CCCCC1)NCc1ccccc1Cl,-9,1.8,-3,-4,-4,-4,0.0,-1,6
COC(=O)C1=C(C)N(CCCC(=O)O)C(=O)NC1c1ccccc1Cl (stereo not given),0,2.1,-4,-5,3,-3,0.0,0,6
COc1ccc(CN(C(=O)c2oc3cc(C)c(C)cc3c2C)C2CCS(=O)(=O)C2)cc1OC (stereo not given),0,4.8,4,3,16,16,-0.9,1,11
COc1cccc(-n2c(=S)sc3c(=O)n(-c4ccccc4C)c(SCC(=O)O)nc32)c1,0,-0.5,2,-2,8,12,-0.2,1,4
CC(=O)c1cc2c(cc1N)OCO2,8,1.9,-1,-1,0,-2,-0.1,4,4
COCCn1c(SCc2c(F)cccc2Cl)nc2c1c(=O)[nH]c(=O)n2C,10,-0.1,0,0,7,3,-0.1,-1,10
Cc1c(C(=O)OCC(=O)NCc2ccc3c(c2)OCO3)cccc1[N+](=O)[O-],-2,-4.8,-1,0,-29,1,0.3,10,-4
O=C(COc1ccc(S(=O)(=O)NC2CCCCC2)cc1)N1CCN(c2cccc(Cl)c2)CC1,28,7.8,4,-1,13,13,0.3,-9,-1
COc1ccc(C(=O)Oc2cc(N)n(S(=O)(=O)c3ccccc3)n2)cc1,31,3.2,-12,-3,-9,2,-0.2,2,-13
COc1ccc(OC)c(NC(=O)[C@@]2(CC(=O)O)CC(/C=C/c3ccccc3)=NO2)c1,4,0.5,0,4,8,12,0.0,5,-9
O=C(Nc1cccs1)OCCN1CCN(Cc2ccccc2)CCC1=O,5,2.3,0,-1,-6,-8,0.2,-1,8
COc1ccc(C=C(C#N)C#N)c(CSc2ccccn2)c1,-6,0.4,-4,-4,-8,3,-0.1,1,11
O=C(CN1CCCC1c1cccs1)Nc1cccc(S(=O)(=O)N2CCCC2)c1 (stereo not given),2,-0.1,·,·,8,·,-0.1,-2,·
COc1ccc(CNC(=O)CCN2C(=O)c3ccncc3C2=O)cc1OC,-4,-1.2,-4,-4,13,2,0.0,-4,2
O=c1nc(-c2ccccc2)c2ccccc2[nH]1,4,3.2,-3,3,-17,0,0.1,-5,-4
Cc1cc(C)n(CC(O)COc2ccccc2Br)n1 (stereo not given),-13,2.7,-5,-1,-14,-9,1.3,3,-12
CN(C)C(CNC(=O)CCc1nc2ccccc2s1)c1ccccc1 (stereo not given),16,1.6,-1,0,-32,-9,-0.1,5,1
O=C(CCc1nc(-c2ccccc2)c(-c2ccccc2)o1)OCc1ccc(Cl)cc1,8,2.5,0,5,3,2,0.3,2,-1
Nn1c(SCC(=O)Nc2nccs2)nncc1=O,4,0.6,1,1,-6,1,0.1,-4,4
OCc1ccc(OCCCOc2cccc3cccnc23)cc1,-5,3.5,6,-8,-8,10,-0.2,3,5
COc1ccc(OC)c(NC(=O)CCN2CCN(CCO)CC2)c1,-2,0.5,-2,0,11,1,-0.1,-2,9
CCCNC(=O)c1cccc(COCC(F)(F)C(F)F)c1,-5,0.2,-4,-1,3,-2,-0.1,-8,3
O=C(c1ccccc1)N(Cc1cccc(Br)c1)C1CCS(=O)(=O)C1 (stereo not given),-9,2.6,3,0,-4,-9,0.9,-9,-5
COc1ccc(-c2c(C)nn3c(N4CCCCCC4)cc(C)nc23)cc1OC,6,-1.0,2,-1,5,1,0.3,-1,2
O=C(NCC1CCCCC1)c1ccco1,-5,0.1,-2,2,10,-1,0.0,-4,4
CSc1ccc(CCNS(=O)(=O)c2csc(C(N)=O)c2)cc1,-22,-1.4,9,-1,-5,5,-0.1,-2,12
O=C(Nc1ccc(Cl)c(C(F)(F)F)c1)[C@@H]1CC=C[C@@H]2CCN(C3CC3)C(=O)[C@@H]21,7,2.0,-1,1,-12,4,0.0,4,-2
Cc1ccc(-n2nc3c(=O)n(CCCC(=O)N4CCC(C(N)=O)CC4)nc(C)c3c2C)cc1,22,1.3,2,-3,2,-12,-0.1,4,3
Fc1ccc(/C=N/Nc2nc3ccccc3[nH]2)cc1F,34,3.5,3,0,2,-11,0.3,4,-1
CCOC(=O)N1CCN(C(=O)CN(C2CCCCC2)S(C)(=O)=O)CC1,9,1.3,-1,-4,1,-5,-0.2,-1,8
CC(C)(C)C(=O)Nc1nnc(SCC(=O)Nc2ccc3c(c2)OCO3)s1,7,1.8,1,-1,-5,-4,-0.1,3,9
CSc1ccc(C(=O)C2CCCN(C(=O)CCc3cnn(C)c3)C2)cc1 (stereo not given),6,0.6,-1,3,10,-2,-0.2,-2,6
C=CCn1c(SCC(=O)Nc2sccc2C(N)=O)nc2ccc(Cl)cc2c1=O,-6,2.7,7,1,-20,8,-0.3,11,-6
COc1cc(C(=O)OCCc2c(C)nc3nc[nH]n3c2=O)cc(OC)c1OC,-2,-0.2,-1,4,11,1,0.1,1,-3
CCOc1ccccc1CNC(=O)C1CCN(C(=O)c2sccc2-n2cccc2)CC1,-8,-1.1,-2,2,7,-2,-0.1,-2,-4
CC(=O)N/C(N)=N/c1nc2cc([N+](=O)[O-])ccc2o1,-3,-1.1,-1,-4,-3,-2,-0.1,-3,-2
CCOc1ccc(CCNC(=O)C2CC(=O)N(c3ccc4c(c3)OCCO4)C2)cc1OCC (stereo not given),9,0.0,2,-1,-4,0,-0.1,-2,3
O=C(Nc1ccccc1C(=O)NCCN1CCOCC1)c1ccc(Cl)cc1Cl,11,-0.1,2,-2,7,-5,0.5,-1,-10

# Single values from the list:
# `COc1cc(C(=O)OCCc2c(C)nc3nc[nH]n3c2=O)cc(OC)c1OC` @ Efflux pump inh = 0.1
# `CC(=O)N/C(N)=N/c1nc2cc([N+](=O)[O-])ccc2o1` @ PREPL inh = -3

# Screening data deposited in PubChem BioAssay by several laboratories.
